Source: PubChem BioAssay
mHTT-CaM PPI inh: mHTT-calmodulin interaction abrogation; P42858; AlphaScreen His-mHTT/GST-CaM binding, luminescence; inhibition, % at 15 µM; 190,000 compounds, 3.6% hits;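 also: 0% = both proteins with DMSO and 100% = one protein alone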
Target sequence (P42858 whole entry, looked up, stated change not applied): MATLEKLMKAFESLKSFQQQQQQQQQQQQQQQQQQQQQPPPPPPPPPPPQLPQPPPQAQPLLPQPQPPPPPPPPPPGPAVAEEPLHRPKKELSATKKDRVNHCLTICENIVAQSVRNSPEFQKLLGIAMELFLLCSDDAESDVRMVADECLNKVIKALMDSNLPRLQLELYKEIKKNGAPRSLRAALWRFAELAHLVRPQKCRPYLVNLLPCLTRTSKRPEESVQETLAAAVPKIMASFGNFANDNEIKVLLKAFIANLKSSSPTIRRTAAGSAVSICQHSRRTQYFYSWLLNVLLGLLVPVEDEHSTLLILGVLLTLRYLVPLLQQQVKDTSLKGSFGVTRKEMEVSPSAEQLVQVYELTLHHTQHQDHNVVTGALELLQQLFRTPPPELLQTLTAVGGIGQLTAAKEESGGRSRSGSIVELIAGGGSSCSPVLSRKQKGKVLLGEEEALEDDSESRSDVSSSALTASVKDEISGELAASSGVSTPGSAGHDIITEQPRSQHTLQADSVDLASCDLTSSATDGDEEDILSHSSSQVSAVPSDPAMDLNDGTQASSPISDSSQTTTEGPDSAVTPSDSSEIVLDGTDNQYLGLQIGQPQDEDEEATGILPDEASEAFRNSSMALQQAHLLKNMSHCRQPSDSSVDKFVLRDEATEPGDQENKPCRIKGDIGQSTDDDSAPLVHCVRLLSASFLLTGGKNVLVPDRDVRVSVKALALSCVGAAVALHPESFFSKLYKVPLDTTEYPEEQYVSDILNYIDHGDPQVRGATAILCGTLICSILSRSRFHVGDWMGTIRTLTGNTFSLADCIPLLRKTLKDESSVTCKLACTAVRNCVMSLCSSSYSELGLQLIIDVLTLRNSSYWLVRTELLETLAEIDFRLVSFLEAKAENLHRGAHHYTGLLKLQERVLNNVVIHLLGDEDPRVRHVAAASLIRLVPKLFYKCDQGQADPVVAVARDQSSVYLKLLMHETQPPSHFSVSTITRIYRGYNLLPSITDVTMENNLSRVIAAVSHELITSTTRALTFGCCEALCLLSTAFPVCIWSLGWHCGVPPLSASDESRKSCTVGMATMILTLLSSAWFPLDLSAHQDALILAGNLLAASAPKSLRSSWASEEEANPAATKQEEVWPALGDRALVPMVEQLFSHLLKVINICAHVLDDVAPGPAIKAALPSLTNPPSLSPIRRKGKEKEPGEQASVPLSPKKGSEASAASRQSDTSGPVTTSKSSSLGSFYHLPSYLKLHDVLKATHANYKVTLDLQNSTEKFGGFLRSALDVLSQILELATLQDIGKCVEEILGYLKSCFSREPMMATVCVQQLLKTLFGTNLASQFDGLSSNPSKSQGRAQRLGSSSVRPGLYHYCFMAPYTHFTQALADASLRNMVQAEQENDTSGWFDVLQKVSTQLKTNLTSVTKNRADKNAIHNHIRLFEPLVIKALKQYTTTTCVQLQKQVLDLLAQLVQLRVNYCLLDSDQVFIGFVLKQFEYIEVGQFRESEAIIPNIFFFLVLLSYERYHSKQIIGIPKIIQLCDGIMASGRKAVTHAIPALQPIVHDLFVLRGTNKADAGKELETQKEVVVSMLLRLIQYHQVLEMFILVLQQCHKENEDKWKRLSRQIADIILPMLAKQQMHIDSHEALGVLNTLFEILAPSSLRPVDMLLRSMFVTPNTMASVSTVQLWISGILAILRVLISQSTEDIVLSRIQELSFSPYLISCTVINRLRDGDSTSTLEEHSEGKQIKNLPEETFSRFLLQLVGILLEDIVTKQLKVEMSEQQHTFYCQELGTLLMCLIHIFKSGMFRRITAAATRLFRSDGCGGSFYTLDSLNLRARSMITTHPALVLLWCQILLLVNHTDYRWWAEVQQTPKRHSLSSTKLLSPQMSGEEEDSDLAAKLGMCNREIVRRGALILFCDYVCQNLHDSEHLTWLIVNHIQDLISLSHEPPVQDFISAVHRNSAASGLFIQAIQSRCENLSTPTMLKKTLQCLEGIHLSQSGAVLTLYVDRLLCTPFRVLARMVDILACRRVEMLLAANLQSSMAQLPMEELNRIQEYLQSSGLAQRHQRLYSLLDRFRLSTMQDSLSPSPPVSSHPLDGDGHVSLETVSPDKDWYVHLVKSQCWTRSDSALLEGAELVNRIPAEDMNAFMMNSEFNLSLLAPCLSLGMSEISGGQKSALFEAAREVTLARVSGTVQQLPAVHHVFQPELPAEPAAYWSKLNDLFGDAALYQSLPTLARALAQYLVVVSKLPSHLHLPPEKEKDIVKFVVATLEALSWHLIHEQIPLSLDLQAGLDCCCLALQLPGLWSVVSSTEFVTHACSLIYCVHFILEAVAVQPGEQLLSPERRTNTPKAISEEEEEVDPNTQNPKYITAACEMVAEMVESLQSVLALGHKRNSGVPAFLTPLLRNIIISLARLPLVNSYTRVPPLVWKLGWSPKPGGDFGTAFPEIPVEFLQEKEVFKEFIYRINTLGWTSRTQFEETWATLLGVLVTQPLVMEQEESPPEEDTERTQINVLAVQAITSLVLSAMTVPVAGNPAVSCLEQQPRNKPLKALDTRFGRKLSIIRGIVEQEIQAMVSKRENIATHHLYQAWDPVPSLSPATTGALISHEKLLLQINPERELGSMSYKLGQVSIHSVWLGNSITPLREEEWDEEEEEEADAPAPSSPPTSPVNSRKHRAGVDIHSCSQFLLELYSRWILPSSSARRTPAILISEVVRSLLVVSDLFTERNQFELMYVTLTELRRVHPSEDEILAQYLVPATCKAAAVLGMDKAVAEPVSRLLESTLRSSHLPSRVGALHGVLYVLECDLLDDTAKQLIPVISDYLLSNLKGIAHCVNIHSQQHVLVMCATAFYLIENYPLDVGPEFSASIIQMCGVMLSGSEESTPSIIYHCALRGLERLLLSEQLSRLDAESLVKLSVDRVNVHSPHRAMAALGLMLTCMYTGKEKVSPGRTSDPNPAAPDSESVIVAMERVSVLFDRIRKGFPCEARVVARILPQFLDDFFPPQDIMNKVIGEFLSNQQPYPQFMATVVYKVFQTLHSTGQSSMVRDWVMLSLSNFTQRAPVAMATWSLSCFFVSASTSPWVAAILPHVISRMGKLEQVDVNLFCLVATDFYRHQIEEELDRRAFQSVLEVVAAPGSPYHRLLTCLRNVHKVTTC
Pf apPOL inh: Pf-apPOL DNA polymerase inhibition; Recombinant Pf-apPOL, molecular beacon fluorescence, 1.5 h; inhibition, % at 10 µM; 210,000 compounds, 0.25% hits
Numbers without * were called inactive; i = inactive; x = not tested or not shown; & = joins results of further samples. Rule as the data show it: active = inhibition above about 50%; inactive = the rest. Not a hit list. Share with any hit: about 3.5%.

SMILES | mHTT-CaM PPI inh | Pf apPOL inh
CC(C)C[C@@H]1COc2cccc(N3CCSCC3)c2S(=O)(=O)N1 | -11.4 | -0.3
CCOC(=O)c1ccc(C(=S)N2CCCC2)cc1 | x | -1.7
COCCCNC(=O)CN1C(=O)/C(=C/c2ccc(Cl)cc2)Sc2ccccc21 | 8.0 | -5.8
O=C(NCCC1=CCCCC1)C(=O)NCC1CCN(C2CCCC2)CC1 | 2.6&-4.0 | -5.4&-8.0
CC(=O)c1ccccc1OC(=O)c1cc(C(F)(F)F)cc(C(F)(F)F)c1 | x | -4.4
O=C(Nc1ccccc1)Nc1nccs1 | 2.2 | -6.2
Cc1nc2c(cnn2-c2ccccc2)c(=O)n1-c1ccccc1 | -3.8 | -14.5
CCOc1ccc(-n2nc(C(=O)N3CCN(c4ccccc4)CC3)c3ccccc3c2=O)cc1 | 21.0 | -4.2
CCCNc1nc(CC)nc2c1cnn2-c1ccc(OC)cc1 | -2.1 | -0.3
CC(C)C(=O)NCc1csc(C2CCN(C(=O)Cc3cccc(F)c3)CC2)n1 | 1.4 | -13.5
Oc1ccc(/C=N/n2cnnc2)c(O)c1 | i | x
Cc1cc(=O)n(CC(=O)Nc2cc(F)ccc2C)c(N2CCCC2)n1 | -3.1 | 1.0
COCC1CN(CCc2ccc(F)cc2)S(=O)(=O)c2c(OCCN3C(=O)[C@@H]4[C@H](C3=O)[C@@H]3C=C[C@H]4C3)cccc2O1 (some centres undefined) | -5.7 | -3.4
Cc1cccc(C)c1NC(=O)C(c1ccccc1)N(C)C(=O)c1cnccn1 (centres undefined) | -3.0 | -4.7
Cc1cc(Cl)ccc1N1CCN(C(=O)NC(C)C)C(C)C1=O (centres undefined) | -0.6 | -2.0
CC1=C(C(N)=O)C(c2ccccc2F)n2ncnc2N1 (centres undefined) | -3.0 | -2.4
S=C1N2CCN=C2SC2=NCCN12 | x | -3.5
O=C(Cn1cnc([N+](=O)[O-])n1)NCc1ccc(Cl)cc1 | -1.0 | 7.5
O=C(NCCN1CCOCC1)c1cccc(N2CCNC(c3ccccc3)C2)n1 (centres undefined) | 0.9 | -4.0
O=C(CCC1CCCCC1)Nc1ccc(F)cc1F | -10.1 | -5.4
Cc1nc(N(C)Cc2ccccc2)ncc1C(=O)O | -0.9 | 40.3
COC(=O)c1sccc1-c1ccc(C=Nc2ccc(Cl)cc2)o1 | x | 0.7
COc1ccc(C(=O)C=Cc2ccccc2Cl)c(O)c1 | 2.9 | -12.4
CC(C)(C)S(=O)(=O)C(C#N)=CN=S(C)(=O)c1ccccc1 (centres undefined) | x | 5.5
CC(=O)Nc1ccc2c(c1)CC(C(=O)NCc1ccccc1F)CO2 (centres undefined) | -2.9 | 0.3
(listing goes on)
SMILES | mHTT-CaM PPI inh | Pf apPOL inh
CCn1cc(-c2ccc(F)cc2)cc1C(=O)NC(C)c1cccnc1 (centres undefined) | 50.5* | -6.9
NC(=O)NC(c1ccccc1)c1ccc(F)cc1 (centres undefined) | -3.2 | -8.2
CCOc1ccccc1/C=C1\N=C(c2cc([N+](=O)[O-])ccc2Cl)OC1=O | -1.0 | -3.1
O=C(CCS(=O)(=O)c1ccc(Br)s1)NC(c1ccccc1)c1ccccc1 | -4.0 | 1.2
COc1ccc(NS(=O)(=O)c2ccc(NC(=O)COc3ccc([N+](=O)[O-])cc3)cc2)cc1 | 16.7 | -3.5
COc1ccc(C(=O)NC2CCN(c3nnc4ccc(C(F)(F)F)cn34)CC2)cc1 | -1.9 | -1.2
O=C(Nc1ccc(F)cc1)N1CCN(Cc2nc3cccnc3n2-c2ccc(F)cc2)CC1 | 7.9 | -3.0
Cc1cc(C)c(NC(=O)CCN2C(=O)c3ccccc3C2=O)c(Cl)c1 | -1.9 | 1.3
Cc1ccc(-n2ncc3c(NCCO)nc(N4CCN(C(=O)c5ccco5)CC4)nc32)cc1 | 16.7 | -3.5
CCOCCCNC(=O)c1c[nH]n2c(=O)cc(C)nc12 | -2.0 | -13.0
COc1ccc(NC(=O)C(C)(C)C)cc1 | 6.9 | -11.9
O=C(CSCc1ccccc1)Nc1nnc(SCC(=O)N2CCOCC2)s1 | -16.6 | -6.1
Oc1c(F)cccc1C=Nc1ccc2oc(-c3cccnc3)nc2c1 | -1.0 | -2.3
COc1ccccc1C(=O)N1CCCC1c1ccccc1C (centres undefined) | -6.6 | -1.1
N#C/C(=C\c1ccc([N+](=O)[O-])cc1)c1nc(-c2ccc(Cl)cc2Cl)cs1 | 3.3 | -7.3
Cc1ccc(NC(=O)C2CC(=O)N(CCc3ccc(Cl)cc3)C2)cc1 (centres undefined) | x | -14.9
COc1ccc2c(N3CCC(C(=O)Nc4cccc(C)c4)CC3)c(C#N)cnc2c1 | -3.7 | 0.7
Cc1ccsc1C(=O)N1CCC(c2nc(-c3ccccc3)no2)C1 (centres undefined) | 3.2 | -1.0
CCOc1ccc(C2CC(c3cccc(C)c3)n3ncnc3N2)cc1 (centres undefined) | 3.2 | -1.0
COc1cc(/C=C2/NC(=O)N(CC(=O)Nc3ccc(C)cc3)C2=O)ccc1OCC(N)=O | 14.0 | -0.8
O=C1C(=Nc2cccc(F)c2)c2ccccc2N1CN1CCN(c2ccc([N+](=O)[O-])cc2)CC1 | 11.0 | -0.1
CCOC(=O)c1c(-c2ccccc2)oc2c1cc(OC(=O)c1cccc(OC)c1)c1ccccc12 | 0.6 | 3.2
CC(=O)CSc1sc2c(O)cc(=O)[nH]c2c1C#N | 4.2 | x
O=C(CN1C(=O)C(=O)c2ccccc21)c1ccccc1 | 10.0 | 2.2
Cc1ccc2cccc(I)c2n1 | x | -4.9
(listing goes on)
SMILES | mHTT-CaM PPI inh | Pf apPOL inh
CC(C)C(=O)Nc1cccc(-c2nc3ncccc3o2)c1 | 6.0 | -0.1
Cc1cc(OC(=O)C2CCCC2)c([N+](=O)[O-])c(=O)[nH]1 | -5.4 | 3.1
Cc1cc(NC(=O)c2cc(-c3ccco3)on2)no1 | 2.0 | -3.2
Cc1sc2nc(SCC(=O)NC3CCCCC3)nc(N)c2c1C | -3.6 | 2.1
O=C(c1ccc(F)cc1F)N1CCc2nc(-c3ccc(F)cc3)ncc2C1 | -9.1 | -0.2
Cc1ccc(OCCN2CCCC2)c(C)c1 | -4.7 | 0.8
COc1cn2c(cc1=O)C(=O)N(CCNC(=O)CC1CCCC1)CC2 | -7.5 | -0.5
Cn1nc(-c2nc(C3CC3)no2)c2c1CCN(C(=O)c1c(F)cccc1Cl)C2 | -2.6 | -0.5
Cn1c(=O)c2[nH]c(SCC(=O)c3ccccc3OC(F)F)nc2n(C)c1=O | 1.0 | -3.9
O=C1c2cccc([N+](=O)[O-])c2C(=O)N1c1cccc(Cl)c1Cl | -3.0 | -0.1
O=C(c1ccccc1)N1CCN(c2nc(-c3ccc([N+](=O)[O-])cc3)cs2)CC1 | 2.1 | -5.6
COc1ccc(CC(=O)NC(c2ccccc2)c2ccccc2)cc1OC | 53.3* | -3.9
c1cc(CNc2ncnc3c2CCC3)ccn1 | -2.7 | 1.2
O=C(Cc1c(F)cccc1Cl)N1CC(c2nc(-c3ccccc3)no2)C1 | -8.3 | -8.1
CCOc1ccc(NC(=O)c2cnn(-c3ccccc3)c2NC(=O)c2ccco2)cc1 | 17.8 | 2.8
N=c1c2c3c(sc2ncn1CCCn1ccnc1)CCCC3 | 3.1 | 7.6
Cc1c(Cc2ccccc2)c(=O)oc2cc(OCC(N)=O)ccc12 | 1.0 | -3.4
Cc1cc(C(=O)N(CC(C)C)CC(C)C)ccc1[N+](=O)[O-] | 1.3 | -1.6
COc1ccc(-c2nc3c(c(=O)[nH]2)CCN(S(=O)(=O)c2ccc4c(c2)CCC4)C3)cc1 | -1.8 | 6.5
COc1cc(CN2CCN(c3ccccc3Cl)CC2)cc([N+](=O)[O-])c1O | 9.1 | 6.6
CC(C)n1cnc2c1c(=O)n(CC1CC1)c(=O)n2-c1ccccc1 | 1.0 | 8.6
Fc1ccccc1C1C=C(c2cccc(Br)c2)Nc2ncnn21 (centres undefined) | 29.0 | -7.1
Cc1noc(-c2cccnc2)c1C(=O)NCCc1cccc(Cl)c1 | -8.3 | 3.7
O=c1[nH]nc(SCc2ccc([N+](=O)[O-])cc2)c(=O)[nH]1 | -3.4 | 4.3
O=C(c1ccc(F)cc1)N1CCc2sc(C(=O)N3CCCCCC3)cc2C1 | 6.8 | -0.3

Molecules from the list above that have an aryl methoxy group, in the order listed:
SMILES | mHTT-CaM PPI inh | Pf apPOL inh
CCCNc1nc(CC)nc2c1cnn2-c1ccc(OC)cc1 | -2.1 | -0.3
COc1ccc(C(=O)C=Cc2ccccc2Cl)c(O)c1 | 2.9 | -12.4
COc1ccc(NS(=O)(=O)c2ccc(NC(=O)COc3ccc([N+](=O)[O-])cc3)cc2)cc1 | 16.7 | -3.5
COc1ccc(C(=O)NC2CCN(c3nnc4ccc(C(F)(F)F)cn34)CC2)cc1 | -1.9 | -1.2
COc1ccc(NC(=O)C(C)(C)C)cc1 | 6.9 | -11.9
COc1ccccc1C(=O)N1CCCC1c1ccccc1C (centres undefined) | -6.6 | -1.1
COc1ccc2c(N3CCC(C(=O)Nc4cccc(C)c4)CC3)c(C#N)cnc2c1 | -3.7 | 0.7
COc1cc(/C=C2/NC(=O)N(CC(=O)Nc3ccc(C)cc3)C2=O)ccc1OCC(N)=O | 14.0 | -0.8
CCOC(=O)c1c(-c2ccccc2)oc2c1cc(OC(=O)c1cccc(OC)c1)c1ccccc12 | 0.6 | 3.2
COc1cn2c(cc1=O)C(=O)N(CCNC(=O)CC1CCCC1)CC2 | -7.5 | -0.5
COc1ccc(CC(=O)NC(c2ccccc2)c2ccccc2)cc1OC | 53.3* | -3.9
COc1ccc(-c2nc3c(c(=O)[nH]2)CCN(S(=O)(=O)c2ccc4c(c2)CCC4)C3)cc1 | -1.8 | 6.5
COc1cc(CN2CCN(c3ccccc3Cl)CC2)cc([N+](=O)[O-])c1O | 9.1 | 6.6

(further entries)
SMILES | mHTT-CaM PPI inh | Pf apPOL inh
COc1cc(OC)cc(C(=O)Nc2cccc(I)c2)c1 | -29.5 | -4.7
O=C(NCCC(O)c1ccoc1)C12CC3CC(CC(C3)C1)C2 (centres undefined) | -4.9 | 2.2
Cc1cc(OCC(=O)Nc2cccc(C)c2C)nc(N2CCC(C)CC2)n1 | 0.0 | 1.9
CCCCN(C)S(=O)(=O)c1ccc(C(=O)Nc2nnc(-c3cccs3)o2)cc1 | 13.0 | -0.8
CN(C)c1ccc(NC(=O)c2ccc(F)cc2)cc1 | 5.9 | -0.8
O=C(C1CCc2nc(N3CCOCC3)ncc2C1)N1CCCCCC1 (centres undefined) | -6.9 | 1.4
CCc1ccc(NC(=O)C(CC)Sc2nc3ccsc3c(=O)n2CC(=O)O)cc1 (centres undefined) | 12.0 | -9.7
COc1ccc(/C=C2/N=C(C3CCCCC3)OC2=O)c(OC)c1 | 2.0 | -0.9
Cc1ccc(NC(=O)CC2COc3ccccc3NC2=O)c(C)c1 (centres undefined) | -2.5 | -0.5
Cc1ccc(C2=NN(CCC(=O)NCCc3ccccc3)C(=O)CC2)cc1 | 13.0 | -22.7
O=C(C1CCCN(Cc2ccccn2)C1)N1CCCCCC1 (centres undefined) | -0.5 | 1.9
COc1cc2c(cc1[N+](=O)[O-])OC(C)C2 (centres undefined) | 3.3 | -7.3
c1ccc2c(-c3nc(C4CC4)no3)nnc(NC3CCCC3)c2c1 | 16.6 | 1.1
COc1ccc(C)cc1NC(=O)c1cn2c(n1)CCCC2 | -4.1 | -1.8
O=C(Cn1cc(-c2ccc(F)cc2)oc1=O)NC1CCCCC1 | -8.0 | -1.1
CCCCNC(=O)NS(=O)(=O)c1ccc(C)cc1 | x | -2.8
Cc1cc2nc(-c3ccc(Br)cc3)cc(C(F)(F)F)n2n1 | -10.0 | -5.2
CCOCCCNC(=O)c1nn(-c2ccc(OC)cc2)c(=O)c2c1c1ccccc1n2C | 28.0 | -1.7
COc1ccc(OC)c(Nc2ncc3c(n2)CCN(Cc2ccccc2)C3)c1 | 10.5 | -1.2
CC(C)(C)c1nnc(NC(=O)Cc2ccc(Br)cc2)s1 | 6.9 | -16.5
CC1=C(C(=O)Nc2ccccn2)C(c2ccc(Cl)c([N+](=O)[O-])c2)C2=C(CC(C)(C)CC2=O)N1 (centres undefined) | 24.0 | 3.4
COc1cccc(CNC(=O)C2CCc3nc(N4CCOCC4)ncc3C2)c1 (centres undefined) | 3.3 | -7.0
Cc1noc(C2CN(C(=O)COc3ccc(Cl)cc3)CC23CCOCC3)n1 (centres undefined) | 3.9 | -1.9
CCOc1ccc(NC(=O)c2c(NC(=O)CNCC3CCCO3)sc3c2CCC3)cc1 (centres undefined) | 34.6 | -3.9
O=C(CCS(=O)(=O)Cc1ccc(Cl)cc1)NCc1ccc(F)cc1Cl | -1.0 | -16.3

A portion from the list above, for reference:
SMILES | mHTT-CaM PPI inh | Pf apPOL inh
O=C(C1CCc2nc(N3CCOCC3)ncc2C1)N1CCCCCC1 (centres undefined) | -6.9 | 1.4
CCc1ccc(NC(=O)C(CC)Sc2nc3ccsc3c(=O)n2CC(=O)O)cc1 (centres undefined) | 12.0 | -9.7

Next part.
SMILES | mHTT-CaM PPI inh | Pf apPOL inh
COc1cccc(C2CC(c3cccc(Br)c3)Nc3ncnn32)c1OC (centres undefined) | 68.0* | -1.6
CN(Cc1cn2c3ccccc3n(C)c2n1)C12CC3CC(CC(C3)C1)C2 | 5.8 | -1.5
CC1CC(C)CN(S(=O)(=O)N2CCCC(C(=O)NCc3ccccc3Cl)C2)C1 (centres undefined) | -7.0 | -11.7
COc1cccc(NC(=O)C2CC(=O)N(c3cccc(C)c3C)C2)c1 (centres undefined) | -1.1 | -6.4
CC(C)(C)c1ccc(NC(=O)N2CCN(CCN3CCOCC3)CC2)cc1 | x | -7.4
O=[N+]([O-])c1cc(-c2cnc3ccccc3n2)ccc1Sc1ccccn1 | x | 5.6&-9.0
COc1ccc(S(=O)(=O)N2CCCC(C)(C(=O)NCc3ccc(F)cc3)C2)cc1 (centres undefined) | 3.1 | 5.3
